# IL1B secr inh: inhibitors of inflammasome signaling (IL-1 beta secretion) | THP-1 LPS/ATP IL-1B secretion, AlphaLISA, 16 h; stronger effect = lower value | activity change, % at 57.5 µM | 360,000 compounds, 4.7% hits | AID 743279; in the data active = activity change below about -50%; inconclusive = mostly about -30% to -49%; also: % is scaled to controls: 0 for no effect and ±100 for the full control effect
#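 THP-1 cells pretreated 1 hr with compounds (up to 57.5 uM final), then stimulated with LPS (250 ng/mL final) plus ATP (1.25 mM final); secreted IL-1B measured by AlphaLISA after 16 hr, decreased signal indicating inhibition.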
# HT1080-NT tox: kills 2HG-producing HT-1080-NT fibrosarcoma cells; HT-1080-NT fibrosarcoma viability, CellTiter-Glo ATP luminescence, 48 h; AID 686970; Potency, µM (series often up to 46.1 µM), for the others: top-dose activity, negative = less viability, hits mostly cytotoxic; 360,000 compounds, 1.6% hits;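 also: NT is the 2HG producing partner of a matched IDH1 knockdown line; potency is read from the fitted curve at half-maximal effect; 0% = DMSO-treated cells and -100% = media-only wells without cells; nearly all actives have a fitted effect of over 55% in size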
#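 A 48-hour cytotoxicity screen used HT-1080-NT cells plated 2 hours before compound delivery. ATP-based CellTiter-Glo luminescence measured viability, normalized to DMSO and no-cell controls.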
# SW480 rerep: induces DNA re-replication in SW480 colon adenocarcinoma cells; SW480 DNA re-replication, Hoechst DNA content imaging, 48 h; 340,000 compounds, 1.8% hits; AID 624297; Potency, µM (top dose mostly 46.1 µM), inactives show top-dose re-replication activation, actives largely listed as activators; also: potency is read from the fitted curve at half-maximal effect; % of control where 0% means no effect; nearly all actives have a fitted effect of over 55% in size
#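 Cells (250 per well) received 23 nL compound or DMSO by pin tool and were kept 48 hr at 37 C, 5% CO2. Nuclei were then stained with Hoechst for 40 min and scanned for DNA content.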
# KB-V1 MDR tox: KB-V1 MDR subline cytotoxicity; 400,000 compounds, 3.4% hits; Potency, µM (titrated, usually from 46.1 µM), inactives show top-dose activity change, negative = cytotoxicity, usual class: cytotoxic; KB-V1 MDR cells viability, CellTiter-Glo, 72 h; also: potency is read from the fitted curve at half-maximal effect; % is scaled to controls: 0 for no effect and ±100 for the full control effect; nearly all actives have a fitted effect of over 60% in size
#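 Following 72 h at 37 degrees C with compound, KB-V1 cell viability was read by CellTiter-Glo luminescence, medium being phenol-red-free DMEM plus 10% FBS; concentration-response parameters came from normalized, curve-fitted qHTS data.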
# MCF10A rereplic: induces DNA re-replication in MCF 10a normal breast cells; AID 624296; 350,000 compounds, 2.9% hits; MCF 10A DNA re-replication, Hoechst nuclear intensity, 48 h; Potency, µM (doses to about 46.1 µM), for the others: at the highest dose activity, positive = re-replication, most hits filed as activators; also: potency is read from the fitted curve at half-maximal effect; % of control where 0% means no effect; nearly all actives have a fitted effect of over 50% in size
# WRN inhibitor: WRN helicase (human) inhibition | Q14191 | AID 651768 | 360,000 compounds, 0.46% hits | Potency, µM (doses to about 114 µM), inactives show top-dose activity change, negative = inhibition, most hits filed as inhibitors | WRN helicase unwinding, fluorescent forked duplex, kinetic; also: potency is read from the fitted curve at half-maximal effect; % is scaled to controls: 0 for no effect and ±100 for the full control effect; nearly all actives have a fitted effect of over 55% in size
# Target sequence (Q14191 whole entry, looked up): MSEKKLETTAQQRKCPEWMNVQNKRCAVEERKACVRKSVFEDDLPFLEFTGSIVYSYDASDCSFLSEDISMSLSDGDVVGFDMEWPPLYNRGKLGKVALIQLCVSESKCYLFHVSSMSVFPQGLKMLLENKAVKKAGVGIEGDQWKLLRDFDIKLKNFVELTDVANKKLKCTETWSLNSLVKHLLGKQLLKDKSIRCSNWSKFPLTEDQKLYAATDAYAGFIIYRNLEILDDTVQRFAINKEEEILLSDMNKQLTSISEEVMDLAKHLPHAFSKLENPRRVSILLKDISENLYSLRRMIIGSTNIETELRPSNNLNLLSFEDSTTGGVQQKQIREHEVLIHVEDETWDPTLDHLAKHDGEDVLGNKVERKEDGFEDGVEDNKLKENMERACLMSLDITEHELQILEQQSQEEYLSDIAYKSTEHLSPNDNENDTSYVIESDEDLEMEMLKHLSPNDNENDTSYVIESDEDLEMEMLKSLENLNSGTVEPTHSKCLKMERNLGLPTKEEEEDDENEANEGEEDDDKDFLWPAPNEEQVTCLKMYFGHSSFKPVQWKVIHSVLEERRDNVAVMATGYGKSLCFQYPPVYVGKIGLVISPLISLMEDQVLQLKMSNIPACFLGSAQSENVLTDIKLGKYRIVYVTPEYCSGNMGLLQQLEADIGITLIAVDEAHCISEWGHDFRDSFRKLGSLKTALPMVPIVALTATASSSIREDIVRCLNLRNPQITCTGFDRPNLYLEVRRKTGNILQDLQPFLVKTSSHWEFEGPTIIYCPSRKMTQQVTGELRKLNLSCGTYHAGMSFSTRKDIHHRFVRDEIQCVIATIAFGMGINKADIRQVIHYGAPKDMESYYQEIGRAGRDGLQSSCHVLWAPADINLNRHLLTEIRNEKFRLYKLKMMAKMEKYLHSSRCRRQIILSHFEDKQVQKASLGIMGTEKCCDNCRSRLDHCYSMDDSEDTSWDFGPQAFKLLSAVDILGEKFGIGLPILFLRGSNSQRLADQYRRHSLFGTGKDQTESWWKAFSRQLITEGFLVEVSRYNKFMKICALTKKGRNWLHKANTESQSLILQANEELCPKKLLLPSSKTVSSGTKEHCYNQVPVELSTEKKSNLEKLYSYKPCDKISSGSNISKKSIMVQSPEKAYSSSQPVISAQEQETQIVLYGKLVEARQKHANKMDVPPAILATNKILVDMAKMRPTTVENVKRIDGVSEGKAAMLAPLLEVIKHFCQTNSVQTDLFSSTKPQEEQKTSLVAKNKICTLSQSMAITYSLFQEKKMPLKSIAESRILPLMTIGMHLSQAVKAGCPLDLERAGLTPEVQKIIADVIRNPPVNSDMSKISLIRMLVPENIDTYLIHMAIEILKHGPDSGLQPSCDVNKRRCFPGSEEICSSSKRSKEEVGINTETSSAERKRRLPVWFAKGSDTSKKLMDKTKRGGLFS
#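 Primary qHTS, 1536-well format. 20 nM WRN + compound, 15 min RT; start with 100 nM forked fluorophore/quencher duplex, 2 mM ATP (final); kinetic read ex 525/em 598 nm.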
# HT1080 IDH1KD tx: toxicity to HT-1080 IDH1 knockdown cells (counter line) | HT-1080 IDH1 knockdown viability, ATP luminescence, 48 h | 360,000 compounds, 2% hits | Potency, µM (titrated, usually from 46.1 µM), inactives show at the highest dose activity, negative = toxicity, most hits filed as cytotoxic;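 also: potency is read from the fitted curve at half-maximal effect; 0% = DMSO wells and -100% = cell-free medium wells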
#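 IDH1KD HT-1080 cells, 750/well, RPMI + 5% FBS; compound pinned after 2 h settling; 48 h, 37 °C; CellTiter-Glo luminescence; % activity normalised to DMSO and no-cell wells; curves fitted, classed by r2 and efficacy.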
# ATXN2 expr inh: inhibitors of ATXN2 expression; HEK-293 ATXN2-luciferase reporter, luminescence, 24 h; Potency, µM (highest dose often 57 µM), inactives show top-dose activity change, negative = inhibition, usual class: inhibitors; 360,000 compounds, 0.72% hits; AID 1745845; also: potency is read from the fitted curve at half-maximal effect; % is scaled to controls: 0 for no effect and ±100 for the full control effect; nearly all actives have a fitted effect of over 55% in size
#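 ATXN2-luciferase reporter cells (luciferase flanked by upstream and downstream ATXN2 gene portions) were treated 24 h at 37 °C with compounds at up to 57 uM. SteadyGlo luminescence gave expression; GF-AFC fluorescence gave viability.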
# KB-3-1 cytotox: kills parental KB-3-1 adenocarcinoma cells; 400,000 compounds, 1.4% hits; AID 1347075; KB-3-1 viability, CellTiter-Glo ATP luminescence, 72 h; Potency, µM (doses to about 46.1 µM), inactives show top-dose activity change, negative = cytotoxic, usual class: cytotoxic; also: potency is read from the fitted curve at half-maximal effect; % is scaled to controls: 0 for no effect and ±100 for the full control effect; nearly all actives have a fitted effect of over 60% in size
#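 KB-3-1 parental drug-naive adenocarcinoma cells in DMEM/10% FBS, incubated 72 h at 37 C with pin-transferred compounds across a concentration series. Viability by CellTiter-Glo luminescence; concentration-response curves fitted after normalization.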
# Numbers without * were called inactive; u = inconclusive; x = no result given; & = joins results of further samples; [ ] = remark or other dose. Unless noted, calls follow the shape of the dose curve; as a rule, active = well fitted curve in the direction sought with a large enough effect; inconclusive = small, poorly fitted or top-dose-only effect, or another doubt; inactive = no such curve, though single readings can be large; an effect the other way counts as inactive or inconclusive.
no.	Structure	IL1B secr inh	HT1080-NT tox	SW480 rerep	KB-V1 MDR tox	MCF10A rereplic	WRN inhibitor	HT1080 IDH1KD tx	ATXN2 expr inh	KB-3-1 cytotox
1	O=C(NCC1CCCO1)c1ccc2c(c1)C(=O)N(C1CCCCC1)C2=O (stereo not given)	14	3%	19%	5%	-5%	-3%	3%	-15%	17%
2	O=c1cc(CN2CCOCC2)c2c(ccc3ccccc32)o1	-10	9%	0%	u	26%	-1%	-23%	-20%	-2%
3	O=C(Nc1ncc(Cc2ccccc2)s1)C1=NCCN1	-6	-2%	-2%	u	-1%	7%	-1%	2%	-3%
4	CC(C)(C)c1ccc(CC(=O)N2CCC2(C)C(=O)Nc2cccc3ccccc23)cc1 (stereo not given)	12	u	x	-27%	x	-1%[57.1 µM]	u	-20%	2%
5	CCCCC1OC23CCCCC2C(C#N)(C#N)C1(C#N)C(=N)O3 (stereo not given)	-102*	7%	-4%	-3%	u	-6%	6%	-1%	19%
6	CC(C)OCCCn1c(=N)c(S(=O)(=O)c2ccccc2)cc2c(=O)n3ccccc3nc21	-11	6%	5%	1%	u	8%	10%	x	-4%
7	CN1CCN(c2ccccc2NC(=O)c2ccc(N3CCOCC3)c([N+](=O)[O-])c2)CC1	-56*	4%	-6%	-2%	2%	-33%	3%	-5%	11%
8	CCN(CC)C(=O)CSc1nc2c(sc(=S)n2-c2ccccc2)c(=O)n1-c1ccc(OC)c(OC)c1	u	-7%	10%	-16%	0%	-1%	-3%	-22%	-25%
9	COc1ccccc1NS(=O)(=O)c1ccc(C)c(C(=O)NCC(c2ccco2)N2CCCCC2)c1 (stereo not given)	16	8%	1%	18%	2%	-5%	10%	-4%	10%
10	COc1c(OC(C)=O)ccc(/C=C/c2ccc3cccc(OC)c3n2)c1[N+](=O)[O-]	-85*	u	-1%	u	u	-33%	u	8%	u
11	CC1(c2ccccc2)NC(=O)N(CC(=O)NNC(=O)c2cccc(Cl)c2)C1=O (stereo not given)	0	-5%	20%	17%	-9%	1%	5%	-4%	-2%
12	O=C(NCc1ccc(Cl)cc1)c1ccncc1	12	1%	u	0%	-5%	2%	-4%	4%	-2%
13	Cn1c(/C(C#N)=C/c2ccncc2)nc2ccccc21	-52*	-1%	18µM*	-4%	u	-1%	3%	x	-1%
14	Clc1ccc(-c2csc(N3CCCCCC3)n2)cc1	-16	3%	-7%	-10%	0%	4%	2%	x	-16%
15	FC(F)C(F)(F)Oc1cccc(-c2n[nH]c(=S)n2Cc2ccccc2)c1	12	-21%	27%	5%	u	-12%	-2%	0%	-4%
16	Cc1ccccc1NC(=O)CSC(=O)c1ccccc1	22	-1%	77%	-17%	17%	-24%	-2%	12%	-6%
17	CC(Sc1nnc2ccccn12)C(N)=O (stereo not given)	24	-2%	-2%	8%	0%	-4%	9%	2%[11.3 µM]	-6%
18	C=C1C[C@H]2[C@@H]3C=C(C)C4=CC(=O)CC[C@]4(C)[C@H]3CC[C@]2(C)[C@@]1(OC(C)=O)C(C)=O	-74*	2%	-10%	u	9%	0%	-4%	1%&-27%	0%
19	Cc1cccc(NS(=O)(=O)c2ccc(C)c(C(=O)NCCCN3CCOCC3)c2)c1	0	1%	3%	11%	u	-4%	1%	0%	0%
20	Cn1cccc1C(C#N)c1ccccc1C#N (stereo not given)	-3	-12%	-2%	13%	-13%	2%	-19%	-9%	24%
21	Cc1cc(OCC(=O)NCc2ccncc2)c2c(C)cc(=O)oc2c1	4	-5%	2%	14%	-2%	-3%	0%	7%	14%
22	O=C(Nc1ccc(F)cc1)c1nc(S(=O)(=O)Cc2ccccc2)ncc1Cl	-95*	23µM*	4%	u	6%	4%	15µM*	u	5.2µM*
23	O=C(NCc1ccncc1)C1CCN(S(=O)(=O)c2ccc(F)cc2)CC1	7	5%	-9%	u	1%	6%	12%	0%	4%
24	COc1cccc(CNC(=O)c2ccc(NC(=O)CC3SC(N4CCCCC4)=NC3=O)cc2)c1 (stereo not given)	-26	-7%	-4%	-18%	1%	-22%	-2%	-6%	0%
25	O=C(Nc1ccc(F)cc1)c1ccc(CSc2ccc(Cl)cc2)o1	-7	-27%	-5%	14%	u	-13%	-1%	-10%	-2%
26	O=C(CCCN1CCN(c2ccccc2)CC1)c1ccc(F)cc1	2	1%	x	-13%	x	17%	-12%	x	0%
27	CC(NC(=O)c1ccco1)C(=O)OCC(=O)c1ccc(Cl)s1 (stereo not given)	16	20%	-6%	6%	-1%	1%	19%	-4%	3%
28	Cc1ccc(C(=O)NCCC2=CCCCC2)cc1S(=O)(=O)N1CCCCC1	-58*	u	u	u	u	-11%	-15%	6%	u
29	O=c1nc(-c2ccccc2)cn[nH]1	-1	-3%	-8%	3%	u	-8%	-8%	-8%	-6%
30	CC(=O)OCCCNc1cc(Sc2ccc(Cl)cc2)c2nonc2c1[N+](=O)[O-]	u	-1%	x	-14%	4.6µM*	-35%	0%	u	-4%
31	Cc1ccc(NC(=O)c2ccc(Nc3ccccc3F)nc2)cc1	-4	-10%	0%	u	3%	-4%	-1%	23%	0%
32	N#Cc1c(-c2cccs2)nc(SCC(=O)c2cccs2)[nH]c1=O	-11	-4%	-1%	17%	7%	u	1%	1%	-1%
33	O=C(Nc1ccccc1)Nc1cnccn1	-28	7%	1%	26%	-13%	-1%	9%	12%	2%
34	Fc1cccc(Cl)c1CSc1nnc2ccccn12	-2	19%	-1%	-19%	-9%	2%	8%	63%[activator]	1%
35	Cc1ccccc1OCC(=O)OCC(=O)Nc1ncc(Cl)c(C)c1Cl	8	1%[9.24 µM]	u	-7%	3%	-11%[11.6 µM]	-2%	3%	-6%
36	COc1ccc(CCNC(=O)C23CCC(C)(C(=O)O2)C3(C)C)cc1OC (stereo not given)	u	u	-27%	-9%	-1%	-5%	-1%	x	13%
37	Clc1ccccc1OCc1nn2c(-c3ccncc3)nnc2s1	-19	9%	-4%	u	-1%	-22%	4%	-1%	-5%
38	O=C(OCc1cc2ccccc2[nH]c1=O)c1ccccn1	14	-2%	-3%	-2%	-3%	-17%	0%	-6%	-10%
39	COc1ccccc1CC(=O)N1CCN(S(=O)(=O)c2ccccc2F)CC1	1	0%[9.24 µM]	-46%[inhibitor]	-9%	-5%	-2%	6%	1%	16%
40	COc1cc([N+](=O)[O-])ccc1NC(=O)CCN1C(=O)C2C3CCC(C3)C2C1=O (stereo not given)	-3	18%	-4%	-28%	14%	5%	17%	8%	-8%
41	O=S1(=O)CC(N2CCCCC2)CN1Cc1cn(Cc2ccc(C(F)(F)F)cc2)nn1 (stereo not given)	5	5%	x	23%	x	0%	4%	-6%	21%
42	CC(=O)c1csc(COc2ccccc2)n1	0	11%	2%	11%	-2%	-5%	9%	26%	-1%
43	Cc1ccc(-c2nc3cc(N)ccc3o2)c(C)c1	-17	-17%	10%	2%&12%	u	2%	-20%	11%	-2%&0%
44	COC(=O)COC(=O)CC(CC(N)=O)c1ccccc1 (stereo not given)	55	9%	-18%	6%	-1%	2%	3%	x	3%
45	Cc1ccc(NC(=O)COC(=O)c2ccccc2Cl)cc1S(=O)(=O)N(C)C	2	-3%	-2%	-3%	-4%	-1%	-1%	-19%	-1%
46	Cc1ccc(C(=O)OCC(=O)NC2CCCCC2)s1	10	17%	-7%	-3%	22%	-35%	15%	11%	-7%
47	CCN(CC(=O)Nc1ccc2c(c1)OCO2)Cc1nc2ccccc2c(=O)[nH]1	-4	2%	u	-10%	13%	-14%	-1%	4%	-1%
48	Cc1nc2cc(C(=O)N3c4ccccc4CC3C)ccc2s1 (stereo not given)	50	12µM*	u	u	-4%	-5%[57.1 µM]	13µM*	3%[11.3 µM]	21µM*
49	NC(=O)C1CCCNC1 (stereo not given)	-57*	u	-5%	5%	-5%	-1%	16%	4%	0%
50	CN(CC(=O)Nc1ccc(Cl)c(C(F)(F)F)c1)C(=O)c1ccc(S(=O)(=O)N2CCOCC2)cc1	73	-24%[9.24 µM]	u	u	5.8µM*	-5%	10µM*	u	8.2µM*
51	O=C1C(C2=NC(C(=O)O)C3C(=O)N(c4ccccc4)C(=O)C23)=C(O)c2ccccc21 (stereo not given)	10	7%	0%	9%	4%	6%	9%	-6%	11%
52	O=C(NCc1ccc2c(c1)OCO2)C1CCN(c2ccc(S(=O)(=O)N3CCCC3)cc2)CC1	27	-2%	6%	2.6µM*	2%	-1%	0%	-26%	u
53	CCOc1ccc(Oc2nc(NCC(C)C)nc(OC)n2)nn1	0	1%	-12%	8%	-5%	6%	2%	15%	-4%
54	COc1cccc(CN(C)C(=O)c2cccc(S(=O)(=O)N3CCN(Cc4ccccc4)CC3)c2)c1OC	-14	u	-3%	u	11%	-3%	-22%	-26%	u
55	COc1ccc(C(C(=O)NC(C)(C)C)n2c(-c3ccc(-c4ccccc4)cc3)nc3ccccc32)cc1 (stereo not given)	8	9%	x	-13%	x	-4%	22%	x	-4%
56	COc1ccc(CNC(=O)c2ccc(Cn3cc(Cl)cn3)o2)cc1	-13	3%	-10%	3%	-16%	-5%	2%	-8%	-1%
57	O=C(NC1CCCCC1)N1CCc2[nH]c3ccccc3c2C1	-6	0%	0%	-1%	-10%	3%	-3%	10%	-1%
58	CC(C)(C)OC(=O)N1CCC[C@@H]1C(=O)NCc1ccccc1Cl	30	11%	x	u	x	-7%	3%	6%	1%

# Screens deposited in PubChem BioAssay by National Center for Advancing Translational Sciences (NCATS).
